Assay outcomes (PubChem)
GALR2 blocker – blocks the human galanin receptor 2 | GALR2-expressing cells, antagonist mode | inhibition, % at 4 µM | AID 828 | 140,000 tested, 0.39% active | O43603; in the data active means inhibition above about 27%;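 further: cells stimulated with galanin 1-16 at roughly its EC80; 0% = agonist challenge control and 100% = basal control without agonist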
Target sequence (O43603 whole entry, looked up): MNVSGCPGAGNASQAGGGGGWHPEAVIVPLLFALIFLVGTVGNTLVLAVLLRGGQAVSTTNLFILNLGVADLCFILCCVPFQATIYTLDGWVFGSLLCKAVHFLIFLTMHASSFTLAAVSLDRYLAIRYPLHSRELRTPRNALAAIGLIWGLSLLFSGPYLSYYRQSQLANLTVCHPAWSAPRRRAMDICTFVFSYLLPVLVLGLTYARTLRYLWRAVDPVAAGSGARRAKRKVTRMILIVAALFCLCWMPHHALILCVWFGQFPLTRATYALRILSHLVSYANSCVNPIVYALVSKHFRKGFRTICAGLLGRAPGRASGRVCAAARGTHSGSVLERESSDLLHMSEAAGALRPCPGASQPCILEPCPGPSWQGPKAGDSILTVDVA
Yeast life ext – yeast lifespan extension; inhibition of the nicotinamide effect, % at 10 µM; S. cerevisiae growth with nicotinamide, OD615; deaD strain in restrictive glucose medium; 130,000 tested, 0.68% active;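 active means inhibition above a set limit, placed 3 SD over the median of all compounds, cut at about 26% in these data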;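 further: 0% = nicotinamide-treated wells and 100% = cells grown without nicotinamide; some compounds called inactive have numbers as strong as hits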
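assay system = DeaD-strain S. cerevisiae | measured by = absorbance at 615 nm | probe or stimulus = nicotinamide 1.5 mM | buffer or medium = CSMM-D glucose medium, restrictive | times = 48 h at 30 °C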
HCT116 bCat-KO – beta-catenin-lacking colon tumor cell growth suppression | HCT116 beta-catenin knockout viability, CellTiter-Glo, 60 h; active compounds read low | viability, % at 10 µM | 140,000 tested, 1.5% active | AID 818;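 active means viability at or under a set limit, the compound median less 4 SD, cut at about 6% in these data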;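 further: 0% = Hyamine 1622 control at 20 µM and 100% = untreated cell control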
Phagocyt inh – inhibitors of macrophage phagocytosis | J774A.1 macrophage IgG-bead phagocytosis, imaging | inhibition, % at 5 µM | 110,000 tested, 0.07% active;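 active means inhibition above the mean of the plate negative controls plus 5 SD, cut at about 13% in these data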;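 further: phagocytic index as fraction of beads internalized from green versus red external bead signal; plate controls were DMSO negative control for no effect and cytochalasin-D positive control for full effect; some results beyond the cut were filed as inactive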
HCT116 PTEN-null – PTEN-deleted cell growth suppression | AID 827 | viability, % at 10 µM | HCT116 PTEN-null viability, CellTiter-Glo, 60 h; active compounds read low | 140,000 tested, 1.2% active;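 active means viability at or below a set limit, 4 SD under the median of all tested compounds, cut at about 3.7% in these data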;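 further: PTEN knockout HCT116 line with beta catenin targeted HCT116 as companion control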
BB579 growth dn – reduces growth of yeast BB579 in restrictive medium; inhibition, % at 10 µM; 140,000 tested, 0.51% active; S. cerevisiae BB579 growth, OD615, 48 h;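 active means inhibition above a set limit, 3 SD over the mean compound inhibition, cut at about 44% in these data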; further: inactives centre near -24
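System: DeaD yeast strain BB579; buffer or medium: CSMM-D dextrose restrictive medium; technique: OD at 615 nm; schedule: 4 h cell preincubation, 48 h compound exposure, 30 °C humidified; doses: single 10 µM dose; controls: amphotericin B 10 µg/mL, positive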
NPY-Y2 antag – blocks the human neuropeptide Y Y2 receptor | P49146 | NPY-Y2 expressing cells, antagonist mode | inhibition, % at 2.7 µM | 140,000 tested, 0.99% active | AID 793; in the data active means inhibition above about 17%;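 further: 0% = vehicle with agonist challenge and 100% = reference antagonist with challenge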
Target sequence (P49146 whole entry, looked up): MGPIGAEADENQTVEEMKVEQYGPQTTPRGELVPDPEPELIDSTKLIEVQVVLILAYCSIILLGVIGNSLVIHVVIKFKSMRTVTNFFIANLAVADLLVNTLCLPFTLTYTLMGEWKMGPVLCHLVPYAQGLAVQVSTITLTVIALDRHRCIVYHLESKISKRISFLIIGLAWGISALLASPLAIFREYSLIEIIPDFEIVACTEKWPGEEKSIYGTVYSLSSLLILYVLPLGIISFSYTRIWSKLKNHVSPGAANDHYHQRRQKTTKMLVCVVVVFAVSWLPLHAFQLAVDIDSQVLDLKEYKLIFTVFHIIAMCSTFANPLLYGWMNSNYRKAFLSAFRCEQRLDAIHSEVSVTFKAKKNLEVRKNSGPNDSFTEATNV
MRP1 act – activators of MRP-1 | H69AR cells + doxorubicin, viability rescue, CellTiter-Glo | viability increase, % at 10 µM | 140,000 tested, 0.61% active;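 active means viability gain under doxorubicin at or above a set limit, the compound median plus 3 SD, cut at about 4.7% in these data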;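 further: MRP-1 overexpressing cells given doxorubicin 25 µM after compound pretreatment; 18-22 h compound pretreatment then 72 h with doxorubicin before readout; 0% = doxorubicin-only wells and 100% = vehicle-treated cells without doxorubicin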
Measles CPE – protection of cells from measles virus; Measles virus-infected cells, CPE protection, absorbance; protection (pct of control), % at 4 µM; 140,000 tested, 1.5% active; in the data active means protection mostly above about 24%, no sharp cut-off; inactive means mostly below about 26%; further: some compounds called inactive have numbers as strong as hits
E-sel TNF inh – blocks E-selectin expression induced by TNF alpha | HUVEC TNFa-induced E-selectin immunofluorescence, high content | inhibition, % at 2 µM | 120,000 tested, 0.71% active;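 active means inhibition above the batch mean plus 3 SD, and confirmed as a hit on visual image review, cut at about 43% in these data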;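 further: 0% = TNF-stimulated DMSO wells and 100% = unstimulated control wells; not every result past the cut was called active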
* marks the source's active call; other numbers are inactive results; x = no result given.

SMILES	GALR2 blocker	Yeast life ext	HCT116 bCat-KO	Phagocyt inh	HCT116 PTEN-null	BB579 growth dn	NPY-Y2 antag	MRP1 act	Measles CPE	E-sel TNF inh
CSc1cc(C)nc(NC(C)=O)n1	3.1	-3.2	100.6	x	105.2	-66.6	-0.5	-0.7	6.5	7.9
COc1ccc(-c2[nH]nc3c2C(c2ccccc2OC(=O)N2CCOCC2)C(C#N)=C(N)O3)cc1 (centres undefined)	0.2	-13.2	74.8	-1.2	87.9	-56.0	1.4	-1.2	5.5	-5.3
CCOc1ccc(N(CC(=O)Nc2ccc(C)cc2)S(=O)(=O)c2c(C)noc2C)cc1	2.6	3.1	71.6	-0.2	65.7	-34.9	-0.6	-3.8	3.7	x
O=C(CSc1nncc2ccccc12)N1CCOCC1	1.1	-11.0	110.3	x	104.2	-7.2	-0.8	0.5	20.9	-0.1
Cc1ccn2cc(CNC(=O)c3cccs3)nc2c1	-1.5	0.5	97.1	-0.6	96.0	25.2	4.2	0.6	15.6	6.9
CC(C)[C@H](NS(=O)(=O)c1ccccc1)C(=O)OCn1nnc2ccccc2c1=O	-12.1	-1.5	88.4	x	89.4	-14.5	-0.1	-1.2	8.9	0.5
CN(C)c1ccc(/C=C(/NC(=O)c2ccccc2)C(=O)N/N=C/c2ccc([N+](=O)[O-])c(O)c2)cc1	-13.6	4.5	95.1	0.2	101.6	-53.0	-3.3	-0.2	0.5	x
Cc1cc(C)cc(NC(=O)CSc2nnc(Cc3cccn3C)n2-c2ccc(F)cc2)c1	15.8	1.3	53.9	-0.3	46.9	-20.6	-2.6	-2.5	10.8	x
COC(=O)c1onc(-c2ccccc2)c1C(=O)OC	18.0	-7.5	91.0	-1.3	101.4	15.0	1.2	-1.0	0.2	11.5
Cc1ccc(NC(=O)/C(=C/c2cccc([N+](=O)[O-])c2)NC(=O)C2CCCCC2)cc1	8.8	14.5	73.7	x	64.4	-43.0	3.5	-1.8	7.3	-28.6
COC(=O)c1ccc(C(=O)OC)c(NC(=O)Nc2ccc3c(c2)OCO3)c1	-2.6	-6.1	99.2	-1.9	101.9	-33.1	2.1	-0.5	22.3	-1.9
CN1CCN(C(=O)C2CC(c3c(F)cccc3Cl)=NO2)CC1 (centres undefined)	-3.0	-1.8	101.8	-1.1	115.4	-65.7	5.5	-0.1	2.1	-6.4
Cc1nn(C(C)C(=O)Nc2ccc(Cl)cn2)c(C)c1[N+](=O)[O-] (centres undefined)	0.5	-9.3	92.6	x	89.7	10.4	4.0	-2.5	13.2	-7.4
CCOC(=O)CN(C(=O)CSc1nnc(CNc2ccc(F)cc2)n1C)c1ccccc1	-3.3	-4.0	93.7	1.7	94.1	-33.1	0.0	-1.6	7.8	5.3
O=C(COC(=O)c1ccc2c(c1)C(=O)N(CCc1ccccc1)C2=O)Nc1ccc(OC(F)F)cc1	-10.4	-1.0	93.0	-6.5	98.0	-2.8	-0.2	0.4	13.0	x
COc1ccc(C)cc1S(=O)(=O)Nc1ccccc1C	-4.0	-12.2	93.3	-1.3	94.7	-1.5	2.5	-0.5	2.9	-17.1
C/C(=N\NC(=O)c1ccc(Cl)cc1)c1cccc(NC(=O)c2cccnc2)c1	8.2	-1.6	91.8	-2.1	93.7	-11.9	1.0	-1.5	15.9	1.3
O=[N+]([O-])c1cc(S(=O)(=O)Nc2ccccc2)ccc1N1CCN(c2ccc(O)cc2)CC1	3.9	5.4	82.0	4.0	80.9	-23.9	-0.6	-3.3	4.7	-17.9
Cc1cccc(OCCn2cc(/C=N/NC(=O)c3ccncc3)c3ccccc32)c1	-22.9	-8.2	81.6	x	80.6	54.1*	0.5	-2.1	1.4	4.0
CCOc1cccc(CNCCNC(=O)c2nonc2N)c1	5.3	-16.3	90.8	-3.9	84.3	4.8	3.0	-3.0	4.3	13.8
O=C(NCCc1nc2ccccc2[nH]1)/C(=C/c1ccco1)NC(=O)c1ccc(Br)cc1	-2.0	3.2	92.3	-3.9	84.1	-17.8	5.9	-1.0	16.0	x
O=C(O)CSCC(=O)NCc1ccccc1	-14.1	-10.1	96.6	-1.5	99.3	3.6	0.1	-0.2	16.8	x
CCOc1ccc(-n2cnnn2)cc1S(=O)(=O)N1CCCCC1	6.5	-9.5	93.1	1.0	94.9	-23.7	3.2	-0.8	13.7	-16.9
O=C1c2ccc(Oc3ccc4c(c3)C(=O)N(CCCCO)C4=O)cc2C(=O)N1CCCCO	-10.3	-1.7	99.9	-0.6	104.2	-2.4	0.9	-0.8	12.4	14.3
COc1ccc(Cl)cc1C(=O)CSc1nc(N)cc(N)n1	5.0	-8.8	103.1	-0.2	101.8	-3.1	0.2	0.6	9.1	-2.8
CC(C)(C)c1ccc(-c2nc(C#N)c(NCc3cccnc3)o2)cc1	-7.2	-16.9	73.2	-1.8	70.2	-9.7	-0.6	1.4	7.9	18.1
CCCNC(=O)c1ccc(Cl)c(Cl)c1	10.1	-24.0	96.3	x	98.2	-10.8	0.6	-1.0	9.4	-6.3
Cc1ccc(NC(=O)CCNC(=O)c2ccccc2Cl)cc1S(=O)(=O)N(C)C	-1.8	-2.9	84.5	-4.7	83.0	1.0	-1.9	-2.3	5.7	x
Cc1cc(NCCN2CCCCC2)n2c(nc3ccccc32)c1C#N	-16.5	-12.9	103.5	-0.7	84.9	-57.7	3.7	-2.6	5.9	100.0*
O=C(c1ccco1)N1CCN(C(c2ccccc2Cl)c2nnnn2Cc2ccco2)CC1 (centres undefined)	0.9	-20.2	78.4	-0.5	76.0	-37.9	3.6	-3.1	26.0	-31.2
CC(=O)N1CCC2(CC1)CC(=O)c1cc(OCC(=O)NCc3ccc(C)cc3)ccc1O2	-4.9	-18.0	91.9	-0.7	98.6	-9.9	4.2	-3.2	0.7	4.3
CCCOc1ccc(-c2nnn(CC(=O)c3c[nH]c4ccccc34)n2)cc1	15.3	-21.2	81.0	-0.8	80.4	-37.8	-2.6	-1.9	-0.2	-4.2
O=c1cc(-c2cccc(F)c2)[nH]c2ccccc12	13.8	0.7	15.6	x	15.0	-42.4	3.5	-2.1	2.3	x
COc1ccc2oc(C)c(C(=O)c3ccc([N+](=O)[O-])cc3)c2c1	-8.1	-2.7	58.5	-3.4	51.6	-12.3	7.8	-0.3	6.9	x
Cn1c(=O)c2c(-c3ccccc3)n(-c3ccccc3O)cc2n(C)c1=O	-13.5	-13.7	95.5	-3.4	100.4	-49.4	2.1	-1.7	1.5	x
CCn1cnc2sc(C(=O)N(Cc3ccc(N(C)C)cc3)Cc3ccco3)c(C)c2c1=O	-0.8	-11.4	88.9	-0.4	81.5	-44.9	5.7	0.9	55.1*	-18.4
Cc1cc(C)nc(/N=C(/NC(=O)Nc2ccc(Cl)c(Cl)c2)Nc2ccccc2)n1	0.4	-1.5	73.0	-8.1	81.0	-29.5	3.8	0.9	13.1	-13.0
O=C(Nc1ccc(OCc2ccccc2)cc1)c1cccc([N+](=O)[O-])c1	8.6	-1.0	94.7	-1.1	87.6	-18.0	-1.3	-0.4	3.4	-6.3
Cc1c(N(C)C(=O)c2ccc3c(c2)OCO3)c(=O)n(-c2ccccc2)n1C	0.6	x	88.8	x	89.9	-10.4	-0.5	-2.8	16.6	-17.8
O=C(CCN1C(=O)C2C3C=CC(C3)C2C1=O)Nc1ccc2c(c1)OCO2 (centres undefined)	9.6	-3.8	83.2	x	98.3	-1.4	-0.6	-3.4	15.8	5.4
CCCn1nnc(NC(=S)NC(=O)c2cccs2)n1	-16.0	5.7	101.1	x	98.3	-36.8	1.2	3.0	-0.1	x
N#Cc1cc(-c2ccccc2)oc1NC(=O)c1ccco1	11.5	-30.9	97.9	1.7	107.1	-10.7	-0.3	-0.4	5.9	27.6
CC(=O)N=C1SC2CS(=O)(=O)CC2N1c1ccc(-c2nc3ccc(C)cc3s2)cc1 (centres undefined)	-2.4	-2.2	76.8	-7.0	81.3	-10.7	1.6	-0.7	5.2	x
O=C1C2C3CCCC3=C3CCCC3C2C(=O)N1c1ccccc1 (centres undefined)	1.2	-3.3	81.8	0.1	86.7	-64.4	1.2	-1.1	6.0	-71.5
O=S(=O)(Nc1cccc2c1CCCC2)c1cccc(C(F)(F)F)c1	5.8	5.9	80.1	-8.3	73.0	-48.9	0.5	-1.2	16.2	x
CCCCCCc1cc2cc(C(=O)Nc3ccccc3)c(=O)oc2cc1O	-6.9	-3.5	1.5*	0.1	1.7*	4.3	1.0	-4.9	3.0	3.8
O=C(c1cc(-c2ccncc2)nc2ccccc12)N1CCN(c2ccc(N3CCOCC3)nn2)CC1	-11.5	-3.8	81.6	1.4	83.0	-18.3	-0.5	-3.2	8.7	x
COc1cccc(NC(=O)CN(c2cccc(C(F)(F)F)c2)S(C)(=O)=O)c1	-0.2	2.3	77.0	0.3	71.9	-23.7	2.2	0.9	9.3	-38.7
CN(c1ccc(OCC(=O)Nc2nc3ccccc3s2)cc1)S(=O)(=O)c1ccccc1	8.8	0.8	72.4	-1.3	73.8	-35.9	5.4	3.5	1.7	x
Cc1ccc2c(c1)NC(=O)C(CC(=O)O)O2 (centres undefined)	-4.8	-9.8	100.6	-0.5	105.9	-38.7	3.4	-0.4	4.2	x
COc1cc2c(cc1NC(=O)CSc1nc3ccc(C)cc3[nH]1)oc1ccccc12	5.7	-0.7	66.3	-3.8	59.1	-19.0	1.7	-5.1	18.2	-10.6
Nc1nc(-c2ccc(Cl)cc2)nn1C(=O)c1cccnc1	-11.8	-13.1	91.9	-1.6	105.6	-52.9	1.8	-0.3	10.8	-38.3
C=CCn1c(SCC(=O)NCCOC)nnc1-c1cc2c(s1)CCC(CC)C2 (centres undefined)	-2.1	-2.7	95.7	2.5	83.6	-25.4	4.0	-2.2	9.2	0.0
COc1ccc(C(=O)OCC(=O)c2ccc(C3CCCCC3)cc2)cc1	-5.7	1.0	35.5	-0.1	47.2	-25.4	0.9	-2.3	16.1	-3.6
Cc1noc(C)c1COc1cccc(C(=O)Nc2ccccc2N2CCOCC2)c1	-11.7	4.0	82.6	-3.8	79.4	-40.1	10.6	-1.4	8.3	11.0
CC(C)Cc1nnc(NC(=O)CSc2ccccn2)s1	-8.3	-5.3	97.4	0.1	107.8	-24.9	5.8	0.6	21.6	-21.9
CN(C)S(=O)(=O)c1ccc(NC(=O)C2CC3C=CC2C3)cc1 (centres undefined)	-12.5	0.5	89.4	-11.2	88.4	-18.7	2.7	-0.7	9.7	-11.5
S=C(Nc1ccccc1Cl)Nc1ccc(Cl)cc1Cl	0.2	-11.4	104.7	3.0	100.5	-23.2	-0.1	-3.3	0.4	11.4
COc1ccc(C2C(C#N)=C(N)N(c3cccnc3)C3=C2C(=O)CC(C)(C)C3)cc1OC (centres undefined)	-1.6	-0.5	83.9	2.0	87.5	-30.9	2.4	-1.6	17.4	3.0

Compounds as they come, and some 6.1% of all compounds hit somewhere here.
